# Neddylation inh: inhibitors of cullin neddylation, primary screen, biochemical, TR-FRET, uHTS, NAE and Ubc12; actives 0.58% (n = 360,000); calls only at 25 µM; NEDD8-conjugating enzyme Ubc12 (Homo sapiens) + NEDD8-activating enzyme E1 regulatory …; in the data active = inhibition above about 36%
# LMPTP block: LMPTP phosphatase inhibitors, primary screen, biochemical, fluorescence intensity, uHTS; Low molecular weight phosphotyrosine protein phosphatase (Homo sapiens), P24666; recombinant LMPTP-A, OMFP fluorogenic substrate; inhibition, % at 20 µM; actives 0.22% (n = 360,000);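 active = compounds that cut the enzyme signal by at least half of the control window in the single-dose screen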;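 also: plate controls were DMSO wells with enzyme plus substrate for no effect and substrate without enzyme for full effect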
# Target sequence (P24666 whole entry, looked up): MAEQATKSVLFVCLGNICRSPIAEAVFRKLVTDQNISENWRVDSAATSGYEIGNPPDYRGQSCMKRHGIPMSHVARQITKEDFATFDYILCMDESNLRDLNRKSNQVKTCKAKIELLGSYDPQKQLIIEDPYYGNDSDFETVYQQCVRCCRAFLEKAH
#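 Test system: LMPTP-A phosphatase enzyme; input: 0.625 nM LMPTP-A final; reagent: OMFP substrate, 400 µM final; compound dosing: 20 µM single dose, 3% DMSO; incubation: 50 min dark incubation at room temperature; measured by: endpoint fluorescence intensity from OMFP dephosphorylation; measure: % inhibition relative to no-enzyme and uninhibited control wells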
# STEP block: STEP phosphatase inhibitors, primary screen, biochemical, fluorescence intensity, uHTS | Tyrosine-protein phosphatase non-receptor type 5 (Homo sapiens), P54829 | recombinant STEP, OMFP fluorogenic substrate | inhibition, % at 20 µM | actives 0.25% (n = 360,000) | AID 588621, 2011;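 active = inhibition at 20 µM, scaled per plate between control wells, above about 37%, limit read from the data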;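 also: 0% = DMSO with enzyme and substrate and 100% = substrate only without enzyme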
#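 Material: STEP (striatal-enriched tyrosine phosphatase) enzyme, cell-free; Compound dosing: 20 µM single dose in 1% DMSO; Technique: fluorescence read at 480 nm ex / 540 nm em; Times: reaction 20 min, ambient temperature; Medium: 50 mM Bis-Tris pH 6.0 with 2.5 mM DTT and 0.005% Tween 20; Also added: OMFP at 25 µM.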
# NadD block: inhibitors of S. aureus NadD, primary screen, biochemical, colorimetric, uHTS; purified NadD enzyme, colorimetric absorbance read-out; inhibition, % at 20 µM; actives 0.78% (n = 360,000); in the data active = inhibition above about 26%; also: some compounds past the cut are filed as inactive
# Scp1 inh: Scp-1 phosphatase inhibitors, primary screen, biochemical, colorimetric, uHTS. actives 0.88% (n = 340,000). Carboxy-terminal domain RNA polymerase II polypeptide A small phosphatase 1 (Homo …. Recombinant Scp1, phosphopeptide, malachite green phosphate absorbance. inhibition, % at 20 µM;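 active = inhibition above about 50% at 20 µM, limit read from the data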;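 also: plate controls were DMSO wells with enzyme for no effect and wells lacking enzyme for full effect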
#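 Assay system: SCP-1 catalytic fragment, aa 76-261 | Buffer or medium: Tris acetate buffer pH 5.5 with MgCl2 and Tween-20 | Compound: One concentration, 20 µM, with 1.0% DMSO | Also added: Phospho 17-mer peptide substrate | Signal: Absorbance at 630 nm | Incubation: 45 min enzyme reaction at room temperature | Measure: % inhibition of SCP-1 phosphate liberation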
# NRP1-CendR mod: modulators of CendR peptide binding to NRP-1, primary screen, biochemical, fluorescence polarization, uHTS. Neuropilin-1 (Homo sapiens), O14786. FAM-RPARPAR peptide binding to NRP-1. inhibition, % at 25 µM. actives 0.85% (n = 360,000). AID 602438, 2012;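 active = inhibition or corrected inhibition above about 18%, plus a signal ratio from 0.5 to 1.5, limit read from the data, passing the limit was not always enough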; also: strong numbers were not always called active
# Target sequence (O14786 whole entry, looked up): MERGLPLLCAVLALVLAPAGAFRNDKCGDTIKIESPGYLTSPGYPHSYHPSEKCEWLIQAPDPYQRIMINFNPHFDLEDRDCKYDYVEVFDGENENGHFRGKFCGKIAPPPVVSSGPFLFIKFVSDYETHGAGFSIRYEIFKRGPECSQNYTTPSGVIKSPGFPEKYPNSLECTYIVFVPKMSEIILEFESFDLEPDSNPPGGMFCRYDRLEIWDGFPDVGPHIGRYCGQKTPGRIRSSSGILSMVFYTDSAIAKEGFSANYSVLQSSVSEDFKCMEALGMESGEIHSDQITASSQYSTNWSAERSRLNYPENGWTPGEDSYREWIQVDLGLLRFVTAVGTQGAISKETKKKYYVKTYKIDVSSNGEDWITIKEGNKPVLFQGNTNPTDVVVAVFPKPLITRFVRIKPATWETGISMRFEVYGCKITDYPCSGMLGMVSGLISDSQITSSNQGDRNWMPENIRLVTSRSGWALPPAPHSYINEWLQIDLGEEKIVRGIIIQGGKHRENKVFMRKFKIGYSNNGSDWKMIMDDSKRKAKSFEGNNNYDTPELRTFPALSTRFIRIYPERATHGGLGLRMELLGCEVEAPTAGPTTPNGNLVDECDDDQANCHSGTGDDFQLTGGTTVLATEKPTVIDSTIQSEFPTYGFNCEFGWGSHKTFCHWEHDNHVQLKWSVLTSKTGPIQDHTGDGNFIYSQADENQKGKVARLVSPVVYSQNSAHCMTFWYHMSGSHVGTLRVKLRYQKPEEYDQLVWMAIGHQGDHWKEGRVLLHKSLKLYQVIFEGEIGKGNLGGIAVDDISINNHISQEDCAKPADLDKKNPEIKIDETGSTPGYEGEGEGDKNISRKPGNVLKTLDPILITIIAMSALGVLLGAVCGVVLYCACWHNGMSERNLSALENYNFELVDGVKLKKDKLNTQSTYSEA
# DNMT1 inh: human DNMT1 methyltransferase inhibitors, primary screen, biochemical, molecular beacon, fluorescence, HinP1I cleavage, uHTS; actives 0.83% (n = 360,000); inhibition (reported as % activation of signal), % at 10 µM; AID 588458, 2011; in the data active = inhibition above about 50%
# SUMO1 PPI mod: modulators of SUMO1 protein-protein interactions, primary screen, biochemical, uHTS. SUMO1 binding to a labelled peptide, TR-FRET, 1 h. inhibition, % at 20 µM. actives 0.33% (n = 360,000). AID 602429, 2012; in the data active = inhibition above about 37%
# TbMetRS inhib: T. brucei MetRS inhibitors, primary screen, biochemical, luminescence. purified T. brucei MetRS, ATP depletion, Kinase-Glo luminescence. inhibition, % at 11.9 µM. actives 0.4% (n = 360,000). AID 624268, 2012;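 active = inhibition above a per-plate cutoff of the control wells' mean inhibition plus 3 SD, cut at about 5.5% in these data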;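 also: 0% = DMSO wells median and 100% = median of wells with control inhibitor compound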
#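 System: purified T. brucei MetRS enzyme / Detection: Kinase-Glo luciferase luminescence reporting remaining unconsumed ATP / Medium: HEPES buffer with MgCl2, KCl, DTT, spermine, BSA, pyrophosphatase / Replication: singlicate, one well per compound / Evaluation: percent inhibition relative to median high and low control wells / Schedule: 2 h aminoacylation at 25 °C after 15 min preincubation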
# SKN-1 inh: suppressors of acrylamide-induced Pgst-4::GFP reporter in worms, primary screen, SKN-1 inhibitor project, whole organism, uHTS, GFP/RFP fluorescence ratio, strain VP596; C. elegans VP596 Pgst-4::GFP/RFP ratio, 24 h; inhibition, % at 21.8 µM; actives 0.49% (n = 360,000); AID 624304, 2012;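 active = interference check ratio from 0.5 to 1.5 plus GFP to RFP signal ratio inhibition reaching or exceeding a fixed threshold, cut at about 30% in these data, passing the limit was not always enough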; also: some compounds called inactive have numbers as strong as hits
# The depositor's hits bear a star; i = inactive; nt = no result given.
NRP1-CendR mod	Neddylation inh	SUMO1 PPI mod	TbMetRS inhib	NadD block	DNMT1 inh	Scp1 inh	LMPTP block	STEP block	SKN-1 inh	Molecule
-11.4	i	2.5	-0.2	1.9	-1.8	-4.2	0.3	-3.8	-1.5	O=C1CC(=O)Nc2cc(S(=O)(=O)N3CCOc4ccc(Cl)cc43)ccc2N1
-3.9	i	1.2	-0.5	10.2	-0.6	0.0	-0.4	-1.1	21.3	O=C(NCc1ccc(Cl)cc1)c1cccnc1
-21.8	i	13.9	-0.4	51.1*	93.2*	74.2*	21.1	5.4	0.5	O=C(Cn1c(=O)n(Cc2ccco2)c(=O)c2c3c(sc21)CCCCC3)Nc1ccccc1
18.0	i	2.6	-0.3	-10.9	3.8	-7.1	0.7	-1.8	16.8	Cc1cc(Br)ccc1NC(=O)CN(C)C(=O)c1cc(S(=O)(=O)N(C)C)ccc1N1CCCC1
-9.6	i	1.3	-0.2	2.0	6.4	-3.7	-0.8	-3.7	9.9	CN(C)C(=O)N1CCCC(C(=O)NCc2cccs2)C1 (centres undefined)
8.4	i	3.4	-0.8	-7.2	4.5	-5.7	-2.6	-0.7	1.1	COc1ccc(-c2ccc(C(=O)C3CC3)cc2)cc1
0.9	i	1.7	-1.9	0.4	3.1	2.3	-0.4	0.3	-11.4	O=C(NCCCc1ccccc1)c1cnc2n(c1=O)CCS2
-6.7	i	-2.5	0.0	0.0	-7.3	-4.8	1.4	4.0	30.2	CC(C)OC(=O)CCCCCN1C(=O)CSC1=S
-3.3	i	0.5	0.0	-0.3	-1.0	2.8	-0.5	-0.3	-6.1	COc1ccc(CC(NC(C)=O)C(=O)NC2CCN(C(=O)c3cnccn3)CC2)cc1 (centres undefined)
-0.1	i	-23.2	-0.6	5.5	0.0	2.9	-2.1	1.0	1.7	N#CC(c1cccc(Cl)c1)c1ccc2c(C(F)(F)F)cc(C(F)(F)F)nc2n1 (centres undefined)
-7.1	i	3.2	-0.4	6.6	2.8	-4.7	-1.4	0.9	8.5	COc1cc(Br)c(C2CC(=O)Nc3cc(OC)c(OC)cc32)cc1OC (centres undefined)
-5.1	i	3.7	-0.5	-0.5	6.7	-4.1	-1.5	-3.8	-4.4	Cc1cc(C(F)(F)F)c(C#N)c(SCC(=O)NC2CC2)n1
-5.1	i	7.6	-0.1	5.4	-7.6	-5.0	-0.9	0.3	24.3	COC(=O)c1ccc(CC(=O)c2c(C)cc(O)cc2O)o1
4.8	i	-6.6	-0.4	0.2	1.6	-3.1	-0.4	0.1	43.5*	CCCc1cc2nnc(SCC(=O)N(C)C3CCCCC3)n2c(N)n1
-6.8	i	19.9	-1.0	-8.2	7.4	-11.4	2.2	2.6	-2.4	COC(=O)c1cc(OC)c(OC)cc1NC(=O)c1cc(C(C)(C)C)oc1C
6.2	i	-0.6	-0.1	-5.9	1.5	-6.0	-1.8	0.7	0.9	Cc1cc(N2CCN(C)CC2)nc(N2CCOCC2)n1
3.2	nt	-3.2	0.0	-1.5	-2.3	-7.7	1.9	-1.9	21.8	N#Cc1nc(-c2ccccc2Cl)oc1NCc1ccco1
15.1	i	-0.4	-0.7	-4.7	1.2	2.2	0.6	-3.7	-0.6	COc1ccc(-n2nc3c(c2NC(=O)c2ccc(S(=O)(=O)N4CCOCC4)cc2)CS(=O)(=O)C3)cc1
16.4	i	-2.0	-0.3	3.6	3.0	-1.3	-0.6	-8.1	6.7	O=C(Nc1ccc2c(c1)CCC2)c1c(F)cccc1Cl
5.6	i	2.1	-0.4	-3.7	16.2	-2.4	-3.2	-3.8	-0.5	CCCCC1CCC(C(=O)N(CCCC)c2c(N)n(CCCC)c(=O)[nH]c2=O)CC1 (centres undefined)
-3.0	i	1.1	0.1	-12.3	-2.1	16.5	-1.6	-0.6	14.1	Nn1c(SCC(=O)Nc2cccc(Br)c2)nnc1C1CC1
-8.7	i	1.1	-0.9	-6.0	1.0	2.6	-1.4	-14.6	8.1	O=C1CC(N2CCN(CCc3ccccn3)CC2)C(=O)N1c1ccc(Cl)cc1 (centres undefined)
4.9	i	3.5	0.3	-0.3	1.9	-5.5	-0.7	-2.0	5.0	Cc1ccc(C)c(NC(=O)CCN2C(=O)[C@@H]3Cc4ccccc4CN3C2=O)c1
1.9	i	0.8	-0.4	-10.0	-0.2	-3.4	-0.7	-1.1	-2.6	COc1ccc(N(C(=O)c2ccco2)C(C(=O)NC2CCCC2)c2cc(OC)c(OC)c(OC)c2)cc1 (centres undefined)
21.3	i	6.9	0.0	-6.5	-4.6	3.6	2.3	0.8	10.2	COc1ccccc1N1CCN(C(=O)COc2ccc(Cl)cc2Br)CC1
0.9	i	1.6	-1.0	-1.2	1.8	-2.7	-0.7	-4.5	3.1	CCn1c(=O)c2ccccc2n2c(SCC(=O)N3CCc4ccccc4C3)nnc12
7.4	i	-2.2	-1.6	6.4	-1.2	2.6	-7.2	-9.9	-12.1	CN(C)CCCNC(=O)CCC1CCCCC1
5.5	i	-22.6	0.2	-0.2	-0.5	-7.6	-11.8	-2.9	2.0	Cc1ccc(S(=O)(=O)Nc2cccc(C(=O)NCC3CCCO3)c2)cc1F (centres undefined)
0.9	i	-9.6	-1.1	0.5	-4.0	-4.6	1.4	-0.5	1.5	CCOC(=O)c1sc2ncnc(N3CCN(c4ccc(OC)cc4)CC3)c2c1C
2.6	i	1.8	0.1	6.6	0.4	-6.3	-0.4	-2.2	3.3	CCOC(=O)N1CCN(C(c2ccccc2)c2sc3nc(C)nn3c2O)CC1 (centres undefined)
-1.2	i	4.0	-0.6	4.4	3.6	nt	-3.1	0.0	-4.9	C[C@@H]1CN([C@H](C)CO)C(=O)CCCn2nncc2CO[C@H]1CN(C)C(=O)Nc1ccnc(N2CCOCC2)c1
2.9	i	3.7	-1.6	1.9	-1.6	9.1	1.4	-0.6	8.6	O=S(=O)(Nc1ccc(Cc2ccncc2)cc1)c1ccc(Cl)c(Cl)c1
2.0	i	-9.9	-0.1	15.2	-8.8	-4.6	2.2	-1.3	1.3	Cc1ccc2nc(-c3ccccc3)cc(C(=O)Nc3cccnc3)c2c1
-12.2	i	3.1	-0.9	2.7	-4.6	-9.7	4.7	0.8	2.0	O=C(CSC1=NC2(CCCCCC2)N=C1c1ccccc1)Nc1ccc2c(c1)OCCO2
-6.8	i	1.2	-0.7	-6.9	-0.1	-7.7	-1.0	4.3	-5.3	O=C(NCCc1ccccn1)C1CCCN1S(=O)(=O)c1ccc(Cl)cc1 (centres undefined)
-2.2	i	2.0	-0.8	-0.8	0.7	-3.1	-1.5	-3.2	-11.5	Cc1cc(C)n(Cc2ccccc2)c(=O)c1S(=O)(=O)c1ccccc1
0.1	i	-1.4	-2.0	-2.0	9.5	8.3	-1.3	-2.5	-11.4	COC(CNC(=O)CN1CCN(Cc2ccccc2F)C1=O)OC
-10.1	i	0.4	-0.5	0.8	0.5	-3.8	-0.3	-1.8	-21.1	O=C(COc1ccc(S(=O)(=O)N2CCOCC2)cc1)NC1CCCC1
17.5	i	-3.7	0.2	-11.0	-17.0	-12.9	3.7	-1.6	3.6	COc1ccc(NS(=O)(=O)c2ccc3oc(SCc4ccc(F)cc4)nc3c2)cc1
1.6	i	1.1	-1.6	-2.0	-1.7	-2.0	-3.6	-1.3	-3.9	CCOc1ccc(Cl)cc1CN1CCOCC1
16.3	i	3.3	-0.1	-3.6	0.8	-10.6	1.0	-0.3	5.2	O=C(c1ccc(NC(=S)NCc2ccc(Cl)cc2)cc1)N1CCCCC1
-5.6	i	-2.2	-0.5	1.9	50.0*	nt	2.7	1.7	1.1	CC(C)/C=C/C(=O)N1CCC(N2CCC(C(=O)NCC3CCCO3)CC2)CC1 (centres undefined)
1.1	i	1.9	-1.1	-4.1	-6.2	-2.0	1.8	0.8	-2.5	O=C(Nc1nc2ccccc2n1Cc1ccccc1)c1ccco1
-11.6	i	-22.2	-0.8	-3.9	-0.2	0.4	0.7	-5.6	-2.0	O=C(NCCCN1CCOCC1)c1ccc(N2CCCC2)c([N+](=O)[O-])c1
-7.7	i	0.9	-1.2	-1.0	-0.1	nt	1.6	-3.4	0.9	C[C@@H]1CN([C@@H](C)CO)C(=O)CCCn2nncc2CO[C@H]1CN(C)Cc1cccc(O)c1
0.3	i	17.7	-0.5	-5.8	-3.1	-4.7	0.7	2.6	0.0	CN(C)C(=O)C(OC(=O)c1ccc2c(c1)CCCC2)c1ccccc1 (centres undefined)
2.9	i	0.8	-1.5	-6.1	0.6	-5.7	-1.3	-1.5	1.7	CCOCCCNC(=O)c1ccc2c(c1)ncn2-c1ccc(C)cc1C
-6.3	i	-22.4	-0.4	0.8	2.6	-5.0	-2.3	-1.6	-0.2	O=C(O)c1c2cc(Br)ccc2nc2[nH]c(=O)[nH]c(=O)c12

# For reference, some entries already given:
NRP1-CendR mod	Neddylation inh	SUMO1 PPI mod	TbMetRS inhib	NadD block	DNMT1 inh	Scp1 inh	LMPTP block	STEP block	SKN-1 inh	Molecule
2.9	i	0.8	-1.5	-6.1	0.6	-5.7	-1.3	-1.5	1.7	CCOCCCNC(=O)c1ccc2c(c1)ncn2-c1ccc(C)cc1C
-6.3	i	-22.4	-0.4	0.8	2.6	-5.0	-2.3	-1.6	-0.2	O=C(O)c1c2cc(Br)ccc2nc2[nH]c(=O)[nH]c(=O)c12

# Ordered by molecular weight (ascending): part of the list above.
NRP1-CendR mod	Neddylation inh	SUMO1 PPI mod	TbMetRS inhib	NadD block	DNMT1 inh	Scp1 inh	LMPTP block	STEP block	SKN-1 inh	Molecule
1.6	i	1.1	-1.6	-2.0	-1.7	-2.0	-3.6	-1.3	-3.9	CCOc1ccc(Cl)cc1CN1CCOCC1
2.9	i	3.7	-1.6	1.9	-1.6	9.1	1.4	-0.6	8.6	O=S(=O)(Nc1ccc(Cc2ccncc2)cc1)c1ccc(Cl)c(Cl)c1
17.5	i	-3.7	0.2	-11.0	-17.0	-12.9	3.7	-1.6	3.6	COc1ccc(NS(=O)(=O)c2ccc3oc(SCc4ccc(F)cc4)nc3c2)cc1

# Random draw from the library; overall some 4.6% were active at least once.
